Bioassay records: PubChem, several laboratories
FLuc inhib CS: firefly luciferase enzyme inhibitors, primary screen, artefact control for luciferase-based inhibitor screens, biochemical, luminescence, ATPLite. Luciferin 4-monooxygenase (Photinus pyralis), P08659. 10 min. inhibition, % at 10 µM. 200,000 tested, 1.5% active. AID 1006, 2008;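 active = inhibition above about 50% when tested at 10 µM, limit read from the data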
Target sequence (P08659 whole entry, looked up): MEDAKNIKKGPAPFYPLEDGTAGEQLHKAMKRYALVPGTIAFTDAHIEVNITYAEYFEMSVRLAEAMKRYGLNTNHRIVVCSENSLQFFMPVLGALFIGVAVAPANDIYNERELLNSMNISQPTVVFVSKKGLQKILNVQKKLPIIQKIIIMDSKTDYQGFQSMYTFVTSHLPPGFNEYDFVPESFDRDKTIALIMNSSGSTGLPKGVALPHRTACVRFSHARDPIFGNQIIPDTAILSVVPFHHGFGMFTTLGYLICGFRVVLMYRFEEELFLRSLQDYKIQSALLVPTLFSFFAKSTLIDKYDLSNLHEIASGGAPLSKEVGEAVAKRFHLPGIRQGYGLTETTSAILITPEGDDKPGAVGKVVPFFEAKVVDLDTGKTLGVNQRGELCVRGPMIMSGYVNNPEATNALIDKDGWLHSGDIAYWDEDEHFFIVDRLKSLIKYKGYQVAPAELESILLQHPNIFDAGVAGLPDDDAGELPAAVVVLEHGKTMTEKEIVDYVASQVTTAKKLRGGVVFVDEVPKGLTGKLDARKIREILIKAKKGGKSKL
NF-kB expr up: activators of NF-kB expression in neurons, primary screen, cell-based, HTS; human neuronal cells, NF-kB reporter expression; hits give high values; fold change at 12.5 µM; 190,000 tested, 1.6% active; in the data active = fold change above about 3.3
Redox H2O2 prof: compounds producing H2O2 with reducing agent – biochemical, NIH compound library profiling, artefact control for MLSCN library redox annotation, primary screen. DTT-dependent redox cycling H2O2, phenol red/HRP absorbance; 100% = 100 µM peroxide control, 0% = buffer. activation, % at 10 µM. 200,000 tested, 0.03% active;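 active = activation of at least 50% relative to the plate's high and low controls in the primary single-dose screen; inactive = activation below 50%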;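 also: compound incubated with DTT at 0.8 mM final as the reducing agent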
APP transl inh: inhibitors of APP translation via 5'UTR reporter, primary screen, APP 5'UTR luciferase, SH-SY5Y cells | SH-SY5Y APP 5'UTR-luciferase reporter, luminescence | 190,000 tested, 0.82% active | inhibition, % at 2 µM | AID 1285, 2008;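 active = inhibition above a set limit, derived from the sample mean plus 3 SD, cut at about 45% in these data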; also: values of inactives mirror those of a sister screen read the other way
STAT1 activator: STAT1 signaling activators, primary screen, cell-based, HTS, luciferase reporter; NIH 3T3 STAT1-luciferase reporter, IFN-gamma, luminescence; 100% = IFN-gamma alone, no compound; activation (% of control), % at 5.5 µM; 200,000 tested, 2.6% active;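 active = activation above the screen-wide mean activation plus 3 SD, cut at about 130% in these data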;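 also: raw ratio to IFN-gamma control signal so 100% means no change and 0% no light; values of inactives mirror those of a sister screen read the other way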
G6PDH counter: L. mesenteroides G6PDH inhibitors, counter-screen for G6PDH-coupled screening assays, biochemical, Leuconostoc mesenteroides enzyme; Purified L. mesenteroides G6PDH, diaphorase/resazurin coupled fluorescence, 45 min; glucose-6-phosphate dehydrogenase [Leuconostoc mesenteroides]; inhibition, % at 5 µM; 200,000 tested, 0.12% active; in the data active = inhibition above about 50%
FLuc stim CS: FLuc activators, initial screening, artefact control for FLuc-dependent activation tests, biochemical, ATPlite luminescence; ATPlite luciferase biochemical, 10 min; 0 = ATP-free wells, 1 = DMSO control; activation factor at 10 µM; 200,000 tested, under 10 active;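 active = luciferase activation factor, scaled between plate controls, of at least 2 with compound at 10 µM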
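Material: luciferase plus luciferin reagent, cell-free. Medium: PBS buffer for ATP. Also added: ATP substrate, dispensed from a 10.24 µM working solution in PBS. Doses: test compounds dosed from 2 mM stocks in 100% DMSO. Incubation: 10 min post-reagent at room temperature. Technique: light output (luminescence). Read-out basis: luminescence gain marking luciferase activators.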
APP 5'UTR act: activators of APP 5'UTR luciferase reporter, primary screen, SH-SY5Y cells; activation, % at 2 µM; SH-SY5Y APP 5'UTR luciferase reporter, luminescence; zero percent = DMSO vehicle wells; 190,000 tested, 1% active;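 active = activation above a set limit, based on mean plus 3 SD of controls, cut at about 140% in these data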; also: values of inactives mirror those of a sister screen read the other way
Hsp70 act: Hsp70 transcriptional activators, primary screen, cell-based, HeLa, Hsp70 promoter luciferase, luminescence, 10 µM; 200,000 tested, 0.04% active; activation, % at 10 µM; HeLa Hsp70 promoter luciferase reporter; scaled: vehicle 0, proteasome-inhibitor control 100%;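 active = activation above the mean across all tested compounds plus 3 SD, cutoff set per campaign, cut at about 5.5% in these data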;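 also: 100% = MG132 at 30 µM as the positive control and 0% = DMSO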
HMGR II inh: inhibitors of E. faecalis class II HMGR, primary screen, biochemical, Enterococcus faecalis | AID 1066, 2008 | purified E. faecalis HMGR, NADPH absorbance 340 nm kinetic | 190,000 tested, 0.41% active | HMG-CoA reductase (Enterococcus faecalis, mvaE) | inhibition, % at 10 µM;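 active = inhibition above a set limit, the median over all tested compounds plus 3 SD, cut at about 9.5% in these data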;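 also: enzyme runs in reverse so mevalonate oxidation gives rising NADPH absorbance; 0% = complete reaction with DMSO and 100% = background rate lacking mevalonate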
Numbers without * were called inactive; · = no result given.

SMILES	FLuc inhib CS	NF-kB expr up	Redox H2O2 prof	APP transl inh	STAT1 activator	G6PDH counter	FLuc stim CS	APP 5'UTR act	Hsp70 act	HMGR II inh
O=[N+]([O-])c1ccc(COn2nnc3ccccc32)cc1	-8	1.1	0.1	12	115	-2	1.1	-12	-0.2	2
COc1ccc(-c2nc(SCC(=O)N3CCOCC3)n[nH]2)cc1	10	1.1	1.2	-25	101	-6	0.9	25	0.0	1
OC(c1ccccc1)C1CN(Cc2ccccc2)CCC1(O)c1ccccc1 (centres undefined)	3	1	1.1	-15	96	3	1	15	-0.3	1
O=C(CCn1nc(-c2ccc(Cl)cc2)c2ccccc2c1=O)Nc1cccnc1	6	1.1	-0.1	22	86	-8	0.9	-22	-0.6	-4
N#CCCN1CCN(S(=O)(=O)c2ccc(S(=O)(=O)N3CCOCC3)cc2)CC1	-2	1.2	0.0	4	100	32	1	-4	-0.2	-5
COC(=O)CCC(=O)Nc1cc(S(=O)(=O)Nc2ccc(Cl)cc2)ccc1N1CCOCC1	-8	1	0.0	-6	108	8	1.1	6	-0.5	-3
COc1ccccc1OCc1ccc(C(=O)N(C)C)o1	2	2	1.4	-5	107	0	1	5	-0.3	-4
Cc1[nH]n(-c2ccc([N+](=O)[O-])cc2)c(=O)c1C=NCCN1CCN(C(=O)c2ccc(F)cc2)CC1	-3	0.95	-0.1	15	102	2	1	-15	-0.6	2
CCc1cc2ccccc2nc1SCC(=O)Nc1cc(C)on1	-3	1.4	1.8	7	93	6	1	-7	0.2	-4
CC(=O)Nc1cccc(Oc2ncnc3scc(-c4ccc(C)cc4)c23)c1	0	0.37	4.3	6	94	-8	1	-6	-0.4	-1
CCCCCCSC1=C(C#N)C(c2ccccc2)CC(=O)N1 (centres undefined)	2	0.97	-0.7	1	100	15	1	-1	0.3	4
Cc1cc(C(=O)NCCCN2CCN(C3CCCCC3)CC2)n(-c2ccccc2)n1	-1	0.81	-0.8	0	99	22	1	1	-0.1	-4
COC(=O)c1ccc2c(=O)n3c(nc2c1)SCC(c1ccccc1)=N3	10	0.99	-0.5	6	106	12	0.9	-6	-0.1	4
CC(C)(C)c1nc2c(Br)cc(Br)cc2c(=O)o1	-6	1.3	-0.8	11	104	-6	1.1	-11	-0.1	3
CCOP(=O)(OCC)c1nc(/C=C/c2ccccc2)oc1NCc1ccc(OC)cc1	-4	0.69	1.2	·	100	8	1	·	-0.4	2
COc1ccc(OCC(=O)N2CCN(c3nnc(-c4ccccc4)c4ccccc34)CC2)cc1	-7	0.41	-0.3	1	101	3	1.1	-1	-0.3	-1
CN(C)c1ncnc2c1ncn2C1OC(CO)C(O)C1O (centres undefined)	-3	0.36	0.1	40	43	8	1	-40	-0.4	-4
Cc1nnc(NC(=O)C2c3ccccc3Oc3ccccc32)s1	0	1	0.7	12	100	6	1	-12	-0.5	4
Cc1ccc(C)c(N(CC(=O)Nc2cc(Cl)ccc2Oc2ccccc2)S(C)(=O)=O)c1	-6	0.72	2.2	11	104	6	1.1	-11	-0.3	-2
Cc1ccc(NC(=S)NNC(=O)c2ccc(N3CCOCC3)c([N+](=O)[O-])c2)cc1Cl	-1	1	0.5	3	92	-24	1	-3	-0.1	0
CCCC(C)NC(=O)c1ccc(F)cc1 (centres undefined)	6	1	1.3	2	118	30	0.9	-2	-0.5	-5
C/C(=N\NC(=S)NC(C)C)c1ccc2c(c1)OCCO2	8	1.2	-0.7	-19	100	2	0.9	19	-0.2	0
CCCCn1c(CNC(=O)c2cccs2)nc2ccccc21	-9	0.94	-3.5	4	101	9	1.1	-4	-0.1	-5
O=C(NNS(=O)(=O)c1ccccc1[N+](=O)[O-])c1cccc([N+](=O)[O-])c1	-4	0.94	-0.2	16	99	-5	1	-16	-0.4	2
Cc1nn(C(=O)c2ccco2)c(C)c1Br	-7	1.2	5.1	-3	97	0	1.1	3	0.1	1
CC(C)NC(=O)COc1ccc(/C=N/NS(=O)(=O)c2ccccc2)cc1	-3	1	2.5	-16	96	-6	1	16	-0.3	-3
CCN(c1ccccc1)S(=O)(=O)c1ccc(NC(=S)NC(=O)c2ccc(Br)o2)cc1	-11	0.52	2.7	-5	104	7	1.1	5	-0.1	-7
COc1ccccc1C(=O)Nc1onc(C)c1C#N	-4	1.2	0.0	-1	104	15	1	1	0.0	0
CCC(CC)C(=O)NCCc1ccc(F)cc1	-11	1.5	0.0	5	99	2	1.1	-5	-0.4	3
C#CCOCCOCCOCCNc1nc(N2CCN(C(=O)[C@H]([C@@H](C)O)n3cc(CCCCN)nn3)CC2)nc(N2CCN(C(=O)[C@H](Cc3ccc(O)cc3)n3cc(CCO)nn3)CC2)n1	-2	1	0.4	9	109	12	1	-9	-0.2	-7
Cc1ccc(NCc2nnc(SCC(=O)NCc3ccco3)n2CC2CCCO2)cc1Cl (centres undefined)	-4	0.78	2.7	-9	98	-3	1	9	-0.4	-2
Cc1c(NC(=O)COc2ncnc3c(Cl)cc(Cl)cc23)c(=O)n(-c2ccccc2)n1C	-4	1.1	-2.8	6	106	6	1	-6	-0.4	-2
CCC(C)NC(=O)c1cn(-c2cccc(C)n2)cn1 (centres undefined)	-6	1.6	2.6	-24	112	2	1.1	24	0.1	1
O=[N+]([O-])c1cccc2c(Cl)ccnc12	2	1	0.2	-9	95	11	1	9	-0.4	-2
O=C(Nc1ccc(Cl)cc1)c1cnc(-c2ccccc2)nc1-c1ccccc1	-1	1.1	-7.1	0	91	4	1	0	-0.3	0
CCOC(=O)NC(=O)CSc1nc(C)cc(C)c1C#N	36	3.4*	-0.9	-113	122	3	0.6	113	-0.4	-2
CC1(C)C(=O)OC(C(=O)c2ccc(C(C)(C)C)cc2)C(C)(C)C1=O (centres undefined)	-1	1.1	0.2	4	102	2	1	-4	-0.1	0
CC(c1ccccc1)c1nnc(N)s1 (centres undefined)	0	1.1	0.0	2	101	10	1	-2	-0.1	-1
CN(C(=O)c1cccnc1)c1nnc(-c2cccnc2)s1	0	1.1	0.2	-2	95	-4	1	2	-0.4	-1
CCCCN=C1NN=C(c2cccc([N+](=O)[O-])c2)CS1	2	1.7	-0.6	-30	113	1	1	30	-0.2	0
COc1ccc2cc(C(=O)Nc3c(C)n(C)n(-c4ccccc4)c3=O)sc(=O)c2c1OC	-5	1.1	-0.7	-13	91	-3	1.1	13	-0.2	-6
Cc1cccc(OCC(=O)Nc2cccc(C(=O)Nc3ccccc3C(=O)O)c2)c1	4	1.2	-0.3	2	91	-6	1	-2	0.0	-1
CC1CCCCC1NC(=O)CN1CCN(Cc2ccccc2Cl)C1=O (centres undefined)	-6	1.1	0.2	2	98	48	1.1	-2	-0.4	0
COc1ccccc1-c1nnc2n1N=C(c1ccc(O)c(O)c1)CS2	0	3.4*	0.0	95*	98	32	1	-95	0.1	2
Cc1ccccc1CNS(=O)(=O)c1ccccc1[N+](=O)[O-]	-9	1.1	-1.6	8	100	10	1.1	-8	-0.3	-6
Cc1nc(NCc2ccco2)c2c(C)c(C)sc2n1	-9	1.3	0.4	4	193*	10	1.1	-4	-0.2	1
NCC12CC3CC(C1)CC(c1ccc(Cl)cc1)(C3)C2	-7	0.98	-0.4	-13	112	14	1.1	13	-0.2	-1
CC(=O)c1c(C)[nH]c(C(=O)NCCC2=CCCCC2)c1C	-2	3.5*	2.5	-93	134*	-3	1	93	0.0	0
CCOC(=O)c1ccc(NC(=O)CSc2nnc(COc3ccccc3)n2C)cc1	-2	1.2	1.0	5	100	2	1	-5	0.1	3
CC(C)(C)NC(=O)C(=O)NCc1ccccn1	-2	·	-0.8	-8	120	4	1	8	-0.2	-2
COc1ccccc1NC(=S)NCc1ccccn1	-8	0.92	-0.3	·	112	-4	1.1	·	-0.3	5
CS(=O)(=O)N(CC(=O)NCCSCc1ccco1)c1ccc(Cl)cc1	-8	1.2	0.4	-34	98	1	1.1	34	-0.2	5
CCCCC(=O)Nc1ccc2oc(-c3cccnc3)nc2c1	10	1.1	-0.8	-25	111	2	0.9	25	-0.2	-3
COc1cccc(-n2c(SCC(=O)c3c[nH]c4ccccc34)nc3ccccc3c2=O)c1	-5	0.51	0.6	7	98	8	1	-7	-0.3	-5
C=CCC(C=C)S(=O)(=O)c1ccc(C)cc1 (centres undefined)	-3	1.1	-1.5	8	99	11	1	-8	0.0	1
COc1ccc(C2(C)NC(=O)N(CC(=O)NCCC3=CCCCC3)C2=O)cc1OC (centres undefined)	-5	0.98	-0.1	11	102	2	1.1	-11	-0.1	-5
COc1cc(/C=N/NC(=O)CCN2CCCCC2)ccc1O	-4	1.3	-0.4	-5	99	11	1	5	0.0	1
CN(c1ccccc1)S(=O)(=O)c1ccc(Cl)c(C(=O)Nc2ccc(N3CCOCC3)cc2)c1	-4	1.2	-0.2	6	94	9	1	-6	-0.1	5
COc1ccc(CC(=O)OCC(=O)Nc2cccc(Br)c2)cc1	-7	1.4	-0.5	-2	94	2	1.1	2	-0.3	-2
O=C(N1CCOCC1)N(CCN1CCOCC1)Cc1cccc2ccccc12	-1	0.87	0.5	4	97	3	1	-4	-0.2	0

Overlap with the part before: three compounds, followed by the next part.
SMILES	FLuc inhib CS	NF-kB expr up	Redox H2O2 prof	APP transl inh	STAT1 activator	G6PDH counter	FLuc stim CS	APP 5'UTR act	Hsp70 act	HMGR II inh
CN(c1ccccc1)S(=O)(=O)c1ccc(Cl)c(C(=O)Nc2ccc(N3CCOCC3)cc2)c1	-4	1.2	-0.2	6	94	9	1	-6	-0.1	5
COc1ccc(CC(=O)OCC(=O)Nc2cccc(Br)c2)cc1	-7	1.4	-0.5	-2	94	2	1.1	2	-0.3	-2
O=C(N1CCOCC1)N(CCN1CCOCC1)Cc1cccc2ccccc12	-1	0.87	0.5	4	97	3	1	-4	-0.2	0
O=C(CSc1nnc(-c2ccco2)c(-c2ccco2)n1)c1ccccc1	16	1.3	0.4	20	105	29	0.8	-20	-0.3	0
O=C(COC(=O)COc1cccc(Br)c1)Nc1c(Cl)cccc1Cl	-6	1.2	-0.4	-5	95	8	1.1	5	-0.2	-2
CC(C)OC(=O)c1c2nc3ccccc3nc2n2c1[nH]c(=O)c1ccccc12	-1	0.52	0.8	-6	93	-64	1	6	-0.2	-2
COc1ccc(CCNc2ccc(C(=O)O)cc2[N+](=O)[O-])cc1OC	-5	1	0.2	-15	107	8	1.1	15	-0.2	2
Cc1ccc(OCC(=O)O/N=C(\N)c2ccccn2)cc1	16	2.5	-0.1	-101	144*	2	0.8	101	0.0	-3
C#CCNc1ccc([N+](=O)[O-])cc1	2	1.1	-1.7	7	107	6	1	-7	0.0	-2
